High-throughput results: PubChem BioAssay, Sanford-Burnham Center for Chemical Genomics
mIAP activ: mouse IAP activation | muIAP, CDP-Star luminescence, 30 min; active compounds read high; 1 = vehicle-only enzyme signal, 0 = enzyme-free wells | activation factor at 10 µM | 0.24% of 330,000 active;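 active means activation factor of at least 2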; further: the source names both 10 and 20 µM as test concentration; values of inactives mirror those of a sister screen read the other way
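also added = chemiluminescent substrate CDP-Star | test system = mouse IAP enzyme | signal = chemiluminescence readout | compound = DMSO-dissolved test compounds | incubation = 30 min at room temperature | benchmarks = DMSO wells, no-enzyme wells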
HKDC1 inh: blocks human hexokinase HKDC1 activity | 0.16% of 340,000 active | inhibition, % at 20 µM | recombinant HKDC1, G6PDH/diaphorase resazurin coupled fluorescence | Q2TB90;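 active means inhibition above about 35% when tested at 20 µM, limit read from the data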;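 further: plate controls were DMSO wells with enzyme for no effect and DMSO wells lacking enzyme for full effect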
Target sequence (Q2TB90 whole entry, looked up): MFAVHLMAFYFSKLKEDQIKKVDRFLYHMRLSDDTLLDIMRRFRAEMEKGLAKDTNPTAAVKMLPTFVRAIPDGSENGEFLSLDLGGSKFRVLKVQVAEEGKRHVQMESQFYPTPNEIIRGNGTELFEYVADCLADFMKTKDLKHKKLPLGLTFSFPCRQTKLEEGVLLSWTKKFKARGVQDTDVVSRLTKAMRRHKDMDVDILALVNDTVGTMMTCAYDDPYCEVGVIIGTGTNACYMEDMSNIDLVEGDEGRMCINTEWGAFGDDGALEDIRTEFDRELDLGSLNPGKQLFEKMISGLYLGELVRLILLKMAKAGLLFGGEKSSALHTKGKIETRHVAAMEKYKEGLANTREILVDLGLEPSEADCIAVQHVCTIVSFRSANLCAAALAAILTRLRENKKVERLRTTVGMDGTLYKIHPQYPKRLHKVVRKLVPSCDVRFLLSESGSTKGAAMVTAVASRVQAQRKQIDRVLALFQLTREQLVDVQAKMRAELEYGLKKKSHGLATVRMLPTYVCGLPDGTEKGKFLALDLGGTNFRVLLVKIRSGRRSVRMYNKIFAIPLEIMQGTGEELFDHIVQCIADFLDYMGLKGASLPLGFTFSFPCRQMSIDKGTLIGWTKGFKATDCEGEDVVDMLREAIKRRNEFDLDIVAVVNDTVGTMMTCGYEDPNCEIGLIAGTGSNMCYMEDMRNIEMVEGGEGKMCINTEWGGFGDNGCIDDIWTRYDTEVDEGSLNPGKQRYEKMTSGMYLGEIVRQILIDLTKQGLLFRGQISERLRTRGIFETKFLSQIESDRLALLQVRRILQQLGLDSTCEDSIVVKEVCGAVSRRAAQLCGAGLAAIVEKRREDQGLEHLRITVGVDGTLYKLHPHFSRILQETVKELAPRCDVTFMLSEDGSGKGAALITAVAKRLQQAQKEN
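System: Recombinant HKDC1 hexokinase | Amount: HKDC1 at 5 µg/mL | Reagent: Glucose with 1 mM ATP | Doses: Single 20 µM dose | Incubation: Reaction time 90 min, room temperature, protected from light | Signal: Coupled resazurin fluorescence, excitation 525 nm, emission 613 nm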
mIAP inh: blocks mouse intestinal alkaline phosphatase. inhibition, % at 10 µM. 0.2% of 330,000 active. purified mouse IAP, CDP-Star luminescence, 30 min;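 active means inhibition of at least 40% at 10 µM in the primary screen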;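 further: plate controls were DMSO with enzyme for no effect and no enzyme wells for full effect; values of inactives mirror those of a sister screen read the other way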
APOBEC3A inh: inhibitors of human APOBEC3A DNA deaminase; AID 493011; inhibition, % at 20 µM; recombinant A3A, FAM/TAMRA ssDNA deamination fluorescence; P31941; 0.41% of 330,000 active;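 active means at least 40% inhibition at 20 µM here, with at most 30% in a related deaminase screen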;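 further: plate controls were A3A with DMSO for no effect and wells lacking A3A enzyme for full effect; some results filed as inactive read as strong as hits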
ATG4B inh: ATG4B (human) cysteine protease inhibition. Q9Y4P1. ATG4B cleavage of LC3-PLA2, NBD-HPC fluorescence, 1 h. inhibition, % at 8.33 µM. 0.51% of 340,000 active; in the data active means inhibition above about 40%
hIAP activ: human IAP activation. 0.16% of 330,000 active. purified human IAP, CDP-Star luminescence, 30 min; active compounds read high; 1 = vehicle-only enzyme, 0 = enzyme-free background. P09923. AID 2524. activation factor at 10 µM;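 active means activation factor of the enzyme at least 2-fold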; further: the source names both 10 and 20 µM as test concentration; values of inactives mirror those of a sister screen read the other way
PfG6PD inh: PfG6PD (Plasmodium falciparum) enzyme inhibition; AID 504690; inhibition, % at 20 µM; PfGluPho enzyme, NADPH resazurin-diaphorase fluorescence; 0.78% of 350,000 active;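 active means inhibition reaching at least a set limit at 20 µM in the primary screen, cut at about 59% in these data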;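 further: 0% = DMSO wells with substrate and 100% = DMSO wells lacking glucose-6-phosphate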
hIAP inh: blocks human intestinal alkaline phosphatase. P09923. purified IAP, CDP-Star luminescence, 30 min. inhibition, % at 10 µM. 0.12% of 330,000 active. AID 2544;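 active means inhibition reaching a set limit with compound at 10 µM in the primary screen, cut at about 35% in these data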;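 further: plate controls were DMSO wells with enzyme for no effect and no-enzyme buffer wells for full effect; values of inactives mirror those of a sister screen read the other way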
Starred values were filed as active, the others as inactive; x = no result given. An unsorted share of the library; 2.4% or so of the library scored in one or more.

mIAP activ	HKDC1 inh	mIAP inh	APOBEC3A inh	ATG4B inh	hIAP activ	PfG6PD inh	hIAP inh	SMILES
0.88	2	12	7	-7	1	7	-4	Cc1ccc(NC(=O)c2ccc(-c3nn(C)c(=O)c4ccccc34)cc2)cc1
1	-2	0	6	7	1	-13	-4	CCc1nnc(NC(=O)/C=C/c2cccs2)s1
1.2	1	-18	-5	12	0.88	-1	12	CCC(C)Nc1ncnc2c1cnn2Cc1ccc(Cl)cc1 (configuration not stated)
0.97	-2	3	-4	-3	1	-5	-3	COc1cccc(NC(=O)C2C3CC4OC(=O)C2C4C3)c1 (configuration not stated)
1	6	-4	0	-1	0.93	-8	7	Cn1/c(=N/NC(=O)c2ccccc2F)sc2ccccc21
1.1	-3	-9	-4	-6	1	-28	-4	O=C(Nc1nnc(SCc2ccc(Cl)cc2)s1)C1CCCO1 (configuration not stated)
0.89	-2	11	2	-4	1	52	-2	N#Cc1cc2c([nH]c1=S)CCCC2
1	-1	-4	4	3	1.2	2	-22	CCCC(C(=O)NCCC(C)C)N(Cc1ccc(OC)cc1)C(=O)c1snc(C(N)=O)c1N (configuration not stated)
1	0	0	4	1	0.9	20	10	CCOc1cc(/C=N\NC(N)=O)cc(Br)c1OC(C)C
0.94	10	6	4	-3	x	46	x	C[C@@H]1CC=C[C@@H]2[C@H]1C(=O)N(Cc1ccccc1)[C@H]2c1cccc(C#Cc2ccccc2)c1
0.79	-2	21	2	-7	1	16	-1	O=[N+]([O-])c1ccc(NC(=S)NCCc2ccc(F)cc2)cc1
1	3	0	-2	-2	1	0	-1	CCN(CC)S(=O)(=O)c1ccc(C)c(NC(=O)/C=C/c2cccs2)c1
1	-10	-2	2	18	0.88	0	12	COc1ccc2c(c1)CCc1c(C(=O)N3CCOCC3)noc1-2
1	-3	-1	0	-6	1.1	8	-10	Clc1ccc(CSc2nnnn2-c2ccc3c(c2)OCO3)c(Cl)c1
1	0	-2	-4	-5	0.85	17	15	O=C(N/N=C/c1ccncc1)c1cccc(N/N=C/c2ccncc2)c1

Filtered by structure, the compounds so far with an aryl thioether with sulfur outside any ring.
mIAP activ	HKDC1 inh	mIAP inh	APOBEC3A inh	ATG4B inh	hIAP activ	PfG6PD inh	hIAP inh	SMILES
1.1	-3	-9	-4	-6	1	-28	-4	O=C(Nc1nnc(SCc2ccc(Cl)cc2)s1)C1CCCO1 (configuration not stated)
1	-3	-1	0	-6	1.1	8	-10	Clc1ccc(CSc2nnnn2-c2ccc3c(c2)OCO3)c(Cl)c1

Other structures.
mIAP activ	HKDC1 inh	mIAP inh	APOBEC3A inh	ATG4B inh	hIAP activ	PfG6PD inh	hIAP inh	SMILES
0.86	-5	14	-1	14	0.84	-8	16	CC(NC(=O)Nn1cnnc1)(C(F)(F)F)C(F)(F)F
0.91	-1	10	-3	4	1.1	-11	-7	CC(C)C(=O)Nc1nnc(SCC(=O)N2C(C)CCCC2C)s1 (configuration not stated)
0.95	8	5	4	3	1.1	39	-8	CC1=CC(C)(C)Nc2ccc(OC(=O)C(C)N3C(=O)c4ccccc4C3=O)cc21 (configuration not stated)
0.99	-3	1	-1	-4	1	3	-2	CN(CC(=O)Nc1ccc(F)c(F)c1F)C(=O)Cn1cnc2c1c(=O)n(C)c(=O)n2C
1	-3	-3	2	-1	1.2	-3	-18	Cc1oncc1-c1csc(-c2ccccc2Cl)n1
1.1	-4	-14	1	-13	1	12	-2	O=C(CSc1ccccc1)Nc1ccc(C(=O)Nc2cccc(O)c2)cc1
1	-5	-1	1	-8	0.97	18	2	CCc1ccc(NC(=O)Nc2cnccn2)cc1
0.98	-4	2	-1	9	1	-5	-1	O[C@@H]1C2CCCC1[C@]1(O)CCCCC1C2 (some centres not stated)
0.87	-7	13	-2	-8	0.96	4	4	O=C(O)CCCCCNC(=O)c1ccc(C(=O)NCCCCCC(=O)O)cc1
1	6	0	3	-6	0.93	20	7	COc1cc2c(cc1OC)CN(C(=O)NS(=O)(=O)c1ccc(C)cc1)CC2
0.8	10	20	39	24	1	-4	-3	COc1cc(OC)c2c(O)c3c(c(-c4c5c(c(O)c6c(OC)cc(OC)cc46)CO[C@@H](C)[C@H]5O)c2c1)[C@H](O)[C@H](C)OC3
1	-12	0	65*	17	0.92	19	8	Cc1ccc(C(OCC(C)(C)C[N+](C)(C)C)c2ccccc2)cc1 (configuration not stated)
1	-6	-2	-1	-9	1.1	6	-13	CC1CCN(CCCN2C(=O)C3C(C(=O)Nc4ccc(Cl)cc4)C4C=CC3(O4)C2C(=O)NC2CCCCC2)CC1 (configuration not stated)
1	-10	-2	-4	2	1	23	-4	NC1=NC(=O)C(Cc2cccc(Cl)c2Cl)S1 (configuration not stated)
1.1	-6	-12	-4	-1	1.4	4	-41	COc1ccc(OC)c(CNc2c(C=O)c(=O)[nH]c3ccccc23)c1

The list continues.
mIAP activ	HKDC1 inh	mIAP inh	APOBEC3A inh	ATG4B inh	hIAP activ	PfG6PD inh	hIAP inh	SMILES
0.97	-2	3	12	-4	1.1	7	-8	Cc1cc(C)n2nc(C(=O)OCC(=O)NCc3ccc(F)cc3)nc2n1
0.98	-2	2	-4	-2	0.97	0	3	CCC(=O)Nc1ccc2c(c1)ncn2CCc1ccccc1
0.95	2	4	-3	1	0.98	2	2	C=CCc1ccccc1OCC(CN1CCCCC1)OC(C)=O (configuration not stated)
0.99	-7	1	-2	-6	1.2	4	-15	CN1CCN(S(=O)(=O)c2cccc(C(=O)Oc3cccc(Br)c3)c2)CC1
0.82	-7	18	-2	-7	1	7	-1	COc1cc(SC)ccc1C(=O)NC(C)C
1	1	-2	1	-12	0.96	-6	4	O=C(CNC(=O)/C(=C/c1ccccc1)NC(=O)c1ccc(Br)cc1)OCc1ccccc1
0.96	-8	4	-4	3	0.92	-13	8	CC(C)N(C(=O)C[n+]1ccsc1N)c1ccccc1
0.97	8	3	-4	0	0.99	-20	1	Cc1cc(C)c2c(CN3CCCCC3C)cc(=O)oc2c1 (configuration not stated)
0.94	-5	6	-3	-2	0.96	8	4	O=C(NCc1ccc2c(c1)OCO2)c1ccc(S(=O)(=O)C(F)F)cc1
1.1	1	-6	-4	-8	0.74	13	26	Cc1cccc(-n2ncc3c(N4CCC(C)CC4)ncnc32)c1
0.94	-5	6	-3	-5	1.2	7	-23	Cc1oc(-c2ccccc2Cl)nc1CS(=O)CC(=O)NCCCN1CC(C)CC(C)C1 (configuration not stated)
0.98	-5	2	-2	-13	0.97	2	3	Cc1ccccc1NS(=O)(=O)c1cc2c(cc1C)NC(=O)CO2
1.1	6	-13	-1	-10	1.1	9	-6	O=C(CN1CCN(c2nc(-c3ccccc3)cs2)CC1)NCc1ccc2c(c1)OCO2
1.1	-4	-7	0	-3	1.1	-18	-13	O=C(NCCCc1ccccc1)C1CC1
0.97	0	3	-5	0	1.1	-21	-10	Cc1ccc(C2=NN(CCC(=O)NCCCN3CCOCC3)C(=O)CC2)cc1

Continued:
mIAP activ	HKDC1 inh	mIAP inh	APOBEC3A inh	ATG4B inh	hIAP activ	PfG6PD inh	hIAP inh	SMILES
1	-1	-1	3	1	0.98	16	2	CCN1C(=O)[C@H]2[C@@H](c3ccc(-c4ccc5c(c4)OCO5)cc3)N3CCC[C@@]3(C(=O)OC)[C@H]2C1=O
1.1	-4	-9	20	-8	1.2	9	-21	C/C(N)=C(/C#N)C(=O)COC(=O)Cc1coc2cc(C)ccc12
0.89	1	11	1	6	1	-12	-2	COc1ccc(CC(=O)NC(=S)Nc2cccc(C)c2)cc1
1	-13	-1	-5	-9	1.2	22	-22	CCOc1ccc(NC(=O)CCC(=O)N/N=C/c2ccc3c(c2)OCO3)cc1
0.95	-5	5	2	-1	1	7	-2	O=c1c2ccccc2nc2n1CCc1c-2[nH]c2ccccc12
0.91	3	9	-4	15	0.9	-28	10	O=C(O)c1ccc(N/N=C/c2cn(Cc3ccccc3F)c3ccccc23)cc1
0.91	-3	9	-4	2	0.96	-6	4	O=C1CSC(=S)N1c1ccc(O)cc1
1	4	-2	2	5	1.1	6	-11	O=C1[C@@H]2Cc3c([nH]c4ccccc34)C(c3ccccc3)N2C(=O)CN1C1CCN(Cc2ccccc2)CC1 (some centres not stated)
0.97	-2	3	-1	-5	0.93	-18	7	Cc1nn(-c2ccccc2)c2c1C(c1ccc(F)cc1F)C(C#N)=C(N)O2 (configuration not stated)
0.98	6	2	-3	5	0.87	9	13	CCOc1ccccc1OCC(=O)Nc1cc(S(=O)(=O)N2CCCCC2)ccc1OC
2.2*	1	-120	-2	3	2*	18	-100	O=C(Nc1ccc(Cl)c(Cl)c1)Oc1ccc(NC(=O)c2ccco2)cc1
1.1	-8	-7	1	-11	1	11	-1	Cc1cc(=O)oc(C)c1C(=O)N1CCN(c2ccc(F)cc2)CC1
0.92	3	8	-5	4	1.6	0	-59	O/C(=C\c1nc2ccccc2[nH]1)c1cccs1
0.58	5	42*	-5	8	0.93	38	7	CC(C)(C)c1ccc(O)c(N=Cc2cc3c(cc2[N+](=O)[O-])OCO3)c1
0.98	0	2	-4	-16	0.91	9	9	Cn1c(SCC(=O)N2c3ccccc3Sc3ccccc32)nc2ccccc21

Continuation:
mIAP activ	HKDC1 inh	mIAP inh	APOBEC3A inh	ATG4B inh	hIAP activ	PfG6PD inh	hIAP inh	SMILES
0.99	0	1	3	3	1	-4	-5	Nc1cc(=O)[nH]c(SCC(=O)N2CCC(Cc3ccccc3)CC2)n1
0.96	-9	4	-2	-8	1.4	36	-37	CC(C)CCn1c(SCc2ccc(Cl)cc2)nc2c1c(=O)[nH]c(=O)n2C
0.88	0	12	-1	-3	0.89	-2	11	CCOc1cc(NC(=S)NCC2CCCO2)c(OCC)cc1NC(=O)CC(C)C (configuration not stated)
1	1	0	-5	3	1.1	1	-7	S=C(NCCN1CCOCC1)N/N=C/c1cccs1
0.96	-6	4	7	-2	1.1	-18	-14	C=CCSc1nc(N)cc(=O)[nH]1
1	9	-3	0	-21	1.1	-13	-11	CC(C)(C)C(=O)[C@@H]1[C@@H]2C(=O)N(C3CCCCC3)C(=O)[C@@H]2[C@H]2c3ccccc3C=CN12

Record cards (already shown). Values in the order: mIAP activ	HKDC1 inh	mIAP inh	APOBEC3A inh	ATG4B inh	hIAP activ	PfG6PD inh	hIAP inh
S=C(NCCN1CCOCC1)N/N=C/c1cccs1 reads 1	1	0	-5	3	1.1	1	-7
CCOc1ccc(NC(=O)CCC(=O)N/N=C/c2ccc3c(c2)OCO3)cc1 reads 1	-13	-1	-5	-9	1.2	22	-22
